Screening results: PubChem BioAssay, several laboratories
SIAH1 antagonists – Siah-1 peptide-binding antagonists, primary screen, biochemical, fluorescence polarization, rhodamine-plectin, uHTS (AID 1817); Siah-1 / rhodamine-plectin peptide fluorescence polarization; higher % means a stronger effect; one-dose displacement, % at 20 µM; IC50 in µM for titrated hits; 0.02% of 290,000 active;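 active = displacement of at least 50% at 20 µM, with a fluorescence ratio check between 0.3 and a set limit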;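 note: plate controls were Siah plus tracer with DMSO for no effect and tracer alone without Siah for full effect; strong numbers were not always called active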
West Nile antiviral – West Nile virus antiviral activity, cell-based, CPE readout (AID 1621). West Nile virus-infected cells, CPE inhibition; higher % means a stronger effect. one-dose CPE inhibition, % at 10 µM; IC50 in µM for titrated hits. 0.02% of 290,000 active; in the data active = a potency from the dose series; inconclusive = CPE inhibition mostly from about 3.7% at the one dose, without a potency; inactive = the rest, 99 in 100 with CPE inhibition below about 2.2%; note: strong numbers were not always called active
SV40 large T antigen – SV40 large T antigen inhibitors, biochemical (AID 1903); one-dose inhibition, % at 20 µM; IC50 in µM for titrated hits; 0.39% of 310,000 active; SV40 large T antigen ATPase/helicase inhibition assay; higher % means a stronger effect; in the data active = a potency from the dose series; inconclusive = inhibition mostly from about 32% at the one dose, without a potency; inactive = the rest, 99 in 100 with inhibition below about 32%; note: strong numbers were not always called active
RSV antiviral HEp-2 – RSV antiviral activity via CPE protection, HEp-2 cells, primary 10 µM value included (AID 2391). HEp-2 cells, RSV-induced CPE inhibition; higher % means a stronger effect. CPE inhibition, % at 10 µM, or IC50 in µM where a hit was titrated. 0.13% of 310,000 active; in the data active = a potency from the dose series; inconclusive = CPE inhibition mostly from about 23% at the one dose, without a potency; inactive = the rest, 99 in 100 with CPE inhibition below about 21%; note: strong numbers were not always called active
UTI89 phage lysis – inhibition of K1F phage lysis, E. coli UTI89, bacterial capsule biogenesis inhibitors, alamar blue (AID 488966); E. coli UTI89 K1F phage lysis, alamar blue, 2 h; higher % means a stronger effect; inhibition, % at 100 µM, or IC50 in µM where a hit was titrated; 0.02% of 340,000 active;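 active = phage lysis inhibition, versus mean bacterial control, above a set limit; inconclusive = no clear call, values can overlap the other calls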;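 note: capsule biogenesis inhibitors block K1F phage lysis so surviving cells raise fluorescence; higher fluorescence means more inhibition of phage lysis; actives were called in the ten point dose series up to 300 µM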
AID2073 – inhibitors of Mint1-CaV2.2 protein interaction, biochemical, HTRF (AID 2073); 0.19% of 290,000 active; Voltage-dependent N-type calcium channel subunit alpha-1B (Homo sapiens); inhibition, % at 20 µM, or IC50 in µM where a hit was titrated; HTRF protein-protein interaction, Mint1-CaV2.2; higher % means a stronger effect; in the data active = inhibition mostly above about 51%, no sharp cut-off; inconclusive = no clear call, values can overlap the other calls; inactive = mostly below about 53%; note: some results filed as inactive read as strong as hits
Rac1 GTP hydrolysis – MgcRacGAP GTPase-activating activity inhibitors, confirmation, biochemical, ADP Hunter fluorescence | MgcRacGAP-stimulated Rac1 GTP hydrolysis, ADP Hunter fluorescence; higher % means a stronger effect; GST-tagged Rac1 F28L mutant substrate | inhibition, % at 30 µM, or IC50 in µM where a hit was titrated | 0.6% of 340,000 active | AID 624330, 2012;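 active = first-screen hits whose inhibition reached a set limit at any dose in the follow-up dose series; inconclusive = inhibition above the set first-screen limit but never retested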;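 note: fluorescence reports GDP produced by GAP-driven GTP hydrolysis; strong numbers were not always called active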
NS5 inhibitors – Dengue-2 NS5 methyltransferase inhibitors, primary screen, biochemical, confirmation dose response (AID 588689). one-dose inhibition, % at 25 µM; IC50 in µM for titrated hits. 0.3% of 340,000 active. Dengue-2 NS5 methyltransferase capping enzyme assay, biochemical; higher % means a stronger effect. Genome polyprotein (Dengue virus type 2 (strain 16681-PDK53)); in the data active = a potency from the dose series; inconclusive = inhibition above about 29% without an active follow-up result
NTR1 agonist – agonists of NTR1, primary screen, imaging, U2OS cells, beta-arrestin-GFP, high content (AID 493036). Neurotensin receptor type 1 (Homo sapiens), P30989. activation, % at 20 µM. 0.17% of 330,000 active. NTR1-U2OS beta-arrestin-GFP spot imaging, agonist mode;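 active = activation at or above 40% of the spot to cytoplasm intensity ratio, with at least 20 cells analyzed; inconclusive = wells under 20 cells, flagged as cytotoxic or low count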;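 note: 0% = DMSO without peptide and 100% = 100 nM NTR1 peptide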
Target sequence (P30989 whole entry, looked up): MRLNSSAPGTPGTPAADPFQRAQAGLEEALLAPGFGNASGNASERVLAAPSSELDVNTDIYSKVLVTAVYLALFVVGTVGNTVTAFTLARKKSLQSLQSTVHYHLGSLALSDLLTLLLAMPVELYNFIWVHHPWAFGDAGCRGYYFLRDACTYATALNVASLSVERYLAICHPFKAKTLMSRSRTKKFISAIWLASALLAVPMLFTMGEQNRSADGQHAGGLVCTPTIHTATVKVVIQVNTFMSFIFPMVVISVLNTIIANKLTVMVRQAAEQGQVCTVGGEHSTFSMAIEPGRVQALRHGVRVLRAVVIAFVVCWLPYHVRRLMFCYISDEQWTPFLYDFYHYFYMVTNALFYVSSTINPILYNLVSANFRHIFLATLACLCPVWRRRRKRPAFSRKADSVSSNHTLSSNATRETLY
NTR1 agonist cell count 20 µM – second read-out of NTR1 agonist, no call of its own (marks repeat the call); cell count; measured here: cell count, cytotoxicity flag
* marks the source's active call; other numbers are inactive results; & = joins results of further samples; [ ] = dose if it differs, or a comment.

For COc1cc(NC(=O)COC(=O)CNC(=O)C2CCCCC2)cc(OC)c1 the results were RSV antiviral HEp-2 -0.1%, UTI89 phage lysis 0.2%[50 µM], Rac1 GTP hydrolysis 0.2%, NS5 inhibitors -3.4%, NTR1 agonist 3.6 and NTR1 agonist cell count 20 µM 48.
`Cn1c(=O)c(=O)n(C)c2cc(N3CCOCC3)c(NS(=O)(=O)c3ccc([N+](=O)[O-])cc3)cc21` gave SIAH1 antagonists 1.8%, West Nile antiviral 0.7%, SV40 large T antigen 21.6%, RSV antiviral HEp-2 0.8%, UTI89 phage lysis 0.1%, AID2073 -8.4%, Rac1 GTP hydrolysis 12.4%, NS5 inhibitors 0.9%, NTR1 agonist 0.1 and NTR1 agonist cell count 20 µM 54.
For Cc1ccccc1CC(=O)Nc1ccc(C(=O)N2CCCC2)cc1 the results were SIAH1 antagonists -5.8%, West Nile antiviral -0.3%, SV40 large T antigen -8.7%, RSV antiviral HEp-2 1.6%, UTI89 phage lysis 0.1%, AID2073 11.7%, Rac1 GTP hydrolysis 9.1%, NS5 inhibitors -6.1%, NTR1 agonist 0.9 and NTR1 agonist cell count 20 µM 50.
`Cc1ccc2nc(Nc3nc(C)cc(C(F)(F)F)n3)nc(C)c2c1` gave SIAH1 antagonists 3.6%, West Nile antiviral -0.8%, RSV antiviral HEp-2 -0.1%, UTI89 phage lysis 1.1%, AID2073 -3.7%, Rac1 GTP hydrolysis 7.5%, NS5 inhibitors -6.5%, NTR1 agonist -0.9 and NTR1 agonist cell count 20 µM 84.
CN(C)c1nccc(N(Cc2ccccc2)Cc2ccccc2)c1C#N was read as SIAH1 antagonists -0.9%, West Nile antiviral 0.0%, SV40 large T antigen -2.9%, RSV antiviral HEp-2 inconclusive, UTI89 phage lysis -0.5%, AID2073 13.5%, Rac1 GTP hydrolysis 6.5%, NS5 inhibitors -2.1%, NTR1 agonist 3.8 and NTR1 agonist cell count 20 µM 63.
Screening CC(C)(C)NC(=O)CSc1n[nH]c(=O)n1-c1ccccc1 returned SIAH1 antagonists -3.8%, West Nile antiviral -0.3%, SV40 large T antigen 11.1%, RSV antiviral HEp-2 -0.6%, UTI89 phage lysis 1.4%, AID2073 8.9%, Rac1 GTP hydrolysis 4.9%, NS5 inhibitors -3.4%, NTR1 agonist -1.4 and NTR1 agonist cell count 20 µM 60.
`N#C/C(=N\Nc1cccc([N+](=O)[O-])c1)C(=O)c1ccc(Br)cc1` gave SIAH1 antagonists -0.3%, West Nile antiviral 1.3%, SV40 large T antigen 1.9%, RSV antiviral HEp-2 0.9%, UTI89 phage lysis -2.0%, AID2073 25.2%, Rac1 GTP hydrolysis 8.7%, NS5 inhibitors 18.6%, NTR1 agonist 5.1 and NTR1 agonist cell count 20 µM 34.
For COc1ccc2c(c1)sc1nc(-c3ccccc3)cn12 the results were SIAH1 antagonists 7.5%, West Nile antiviral -0.4%, SV40 large T antigen 7.1%, RSV antiviral HEp-2 10.0%, UTI89 phage lysis 0.0%, AID2073 3.0%, Rac1 GTP hydrolysis 8.7%, NS5 inhibitors -2.8%, NTR1 agonist 4.0 and NTR1 agonist cell count 20 µM 60.
For O=C(c1nc[nH]c1C(=O)N1CCN(c2ccccc2)CC1)N1CCN(c2ccccc2)CC1 the results were RSV antiviral HEp-2 2.8%, UTI89 phage lysis 0.8%, Rac1 GTP hydrolysis 8.1%, NS5 inhibitors -8.3%, NTR1 agonist 0.8 and NTR1 agonist cell count 20 µM 60.
Screening COc1cccc(OC)c1C(=O)Nc1nc2cc3c(cc2s1)OCO3 returned SIAH1 antagonists -7.4%, West Nile antiviral -0.1%, SV40 large T antigen 10.0%, RSV antiviral HEp-2 0.5%, UTI89 phage lysis 0.1%, AID2073 9.8%, Rac1 GTP hydrolysis 16.4%, NS5 inhibitors -3.1%, NTR1 agonist 0.8 and NTR1 agonist cell count 20 µM 46.
`CC(=O)c1ccc(OCC(O)CN2CCN(Cc3ccc4c(c3)OCO4)CC2)cc1` (stereo not drawn) gave SIAH1 antagonists 9.4%&-0.5%, West Nile antiviral 0.5%&-0.7%, SV40 large T antigen 1.8%, RSV antiviral HEp-2 -2.1%&-1.9%, UTI89 phage lysis 4.4%&0.0%, AID2073 -4.2%&9.7%, Rac1 GTP hydrolysis 4.8%&-0.8%, NS5 inhibitors -5.2%&-5.2%, NTR1 agonist 1.6&-0.7 and NTR1 agonist cell count 20 µM 50&66.
`O=S(=O)(c1ccc(-c2csc(Nc3ccc(F)cc3)n2)cc1)N1CCCC1` gave SIAH1 antagonists 7.6%, West Nile antiviral -1.4%, SV40 large T antigen 5.0%, RSV antiviral HEp-2 inconclusive, UTI89 phage lysis 8.8%, AID2073 50.9%, Rac1 GTP hydrolysis 10.6%, NS5 inhibitors -2.9%, NTR1 agonist 8.0 and NTR1 agonist cell count 20 µM 68.
COc1ccc(CS(=O)(=O)CC2(O)CCN(C(=O)c3cccc(C(F)(F)F)c3)CC2)cc1 was read as SIAH1 antagonists -2.2%, West Nile antiviral -0.7%, SV40 large T antigen -4.1%, RSV antiviral HEp-2 -1.0%, UTI89 phage lysis -0.1%, AID2073 -4.3%, Rac1 GTP hydrolysis 4.2%, NS5 inhibitors -0.8%, NTR1 agonist 1.3 and NTR1 agonist cell count 20 µM 75.
Cn1cccc1Cc1nnc(SCC(=O)Nc2cccc(Cl)c2)n1-c1ccc(F)cc1 was read as SIAH1 antagonists 2.0%, West Nile antiviral -0.5%, SV40 large T antigen 8.9%, RSV antiviral HEp-2 -0.1%, UTI89 phage lysis -4.4%, AID2073 11.2%, Rac1 GTP hydrolysis -7.3%, NS5 inhibitors -10.1%, NTR1 agonist 2.7 and NTR1 agonist cell count 20 µM 58.
`COc1ccccc1NC(=O)Cn1cc(C(=O)C2CC2)c2ccccc21` gave SIAH1 antagonists 2.9%, West Nile antiviral -1.0%, SV40 large T antigen 13.1%, RSV antiviral HEp-2 2.9%, UTI89 phage lysis 2.2%[50 µM], AID2073 5.2%, Rac1 GTP hydrolysis 9.4%, NS5 inhibitors -5.8%, NTR1 agonist 3.1 and NTR1 agonist cell count 20 µM 65.
For CC(C)c1ccc(C(=O)NC(=S)Nc2ccc3[nH]c(=O)[nH]c3c2)cc1 the results were SIAH1 antagonists -1.6%, West Nile antiviral -0.8%, SV40 large T antigen 10.4%, RSV antiviral HEp-2 2.9%, UTI89 phage lysis 0.1%, AID2073 -7.6%, Rac1 GTP hydrolysis 16.2%, NS5 inhibitors -3.1%, NTR1 agonist 3.1 and NTR1 agonist cell count 20 µM 56.
Screening CCN(CC)S(=O)(=O)c1ccc(C(=O)Nn2cnnc2)cc1 returned SIAH1 antagonists 1.5%, West Nile antiviral 0.3%, SV40 large T antigen 0.6%, RSV antiviral HEp-2 1.9%, UTI89 phage lysis -0.2%, AID2073 -1.4%, Rac1 GTP hydrolysis -5.6%, NS5 inhibitors -3.3%, NTR1 agonist -0.4 and NTR1 agonist cell count 20 µM 98.
Cc1ccc(N(CC(=O)NCc2ccccc2Cl)S(=O)(=O)c2cccs2)cc1 was read as SIAH1 antagonists 3.6%, West Nile antiviral 0.8%, SV40 large T antigen -1.3%, RSV antiviral HEp-2 1.6%, UTI89 phage lysis 0.4%, AID2073 12.9%, Rac1 GTP hydrolysis 10.2%, NS5 inhibitors -5.6%, NTR1 agonist 4.5 and NTR1 agonist cell count 20 µM 47.
Cc1ccc(C(=O)NCc2ccco2)o1 was read as SIAH1 antagonists 20.6%, West Nile antiviral -0.1%, SV40 large T antigen 6.1%, RSV antiviral HEp-2 1.2%, UTI89 phage lysis 0.0%, AID2073 8.3%, Rac1 GTP hydrolysis 9.8%, NS5 inhibitors -0.7%, NTR1 agonist -0.5 and NTR1 agonist cell count 20 µM 67.
`COc1ccc2nc(C)cc(NCCN3CCOCC3)c2c1` gave SIAH1 antagonists 2.3%, West Nile antiviral -0.2%, SV40 large T antigen 9.7%, RSV antiviral HEp-2 -0.1%, UTI89 phage lysis 0.3%, AID2073 2.5%, Rac1 GTP hydrolysis 12.4%, NS5 inhibitors 7.3%, NTR1 agonist 0.5 and NTR1 agonist cell count 20 µM 63.
CCNC(=S)NCc1ccc(Cl)cc1 was read as West Nile antiviral 0.2%, RSV antiviral HEp-2 0.3%, UTI89 phage lysis 2.0%, Rac1 GTP hydrolysis 4.6%, NS5 inhibitors -4.8%, NTR1 agonist 2.5 and NTR1 agonist cell count 20 µM 54.
For Oc1ccc(C=NCC2COc3ccccc3O2)cc1 (stereo not drawn) the results were SIAH1 antagonists 0.8%, West Nile antiviral 0.2%, SV40 large T antigen 15.8%, RSV antiviral HEp-2 0.7%, UTI89 phage lysis 0.8%, AID2073 0.0%, Rac1 GTP hydrolysis 9.6%, NS5 inhibitors 1.4%, NTR1 agonist 0.7 and NTR1 agonist cell count 20 µM 59.
`CCC(C)C(N=C1NS(=O)(=O)c2ccccc21)C(=O)N1CCC(C)CC1` (stereo not drawn) gave UTI89 phage lysis 0.5%[50 µM], Rac1 GTP hydrolysis -4.6%, NS5 inhibitors -2.2%, NTR1 agonist 0.8 and NTR1 agonist cell count 20 µM 58.
`CC(=S)c1c(C)cc2cc(C)ccn12` gave SIAH1 antagonists 1.3%, West Nile antiviral -0.2%, SV40 large T antigen 6.2%, RSV antiviral HEp-2 1.3%, UTI89 phage lysis 0.2%, AID2073 -31.4%, Rac1 GTP hydrolysis 7.3%, NS5 inhibitors 5.5%, NTR1 agonist -2.5 and NTR1 agonist cell count 20 µM 12.
`COc1cccc(NC(=O)CN(C)C(=O)c2oc3c(ccc4ccccc43)c2C)c1` gave SV40 large T antigen 9.5%, RSV antiviral HEp-2 -1.7%, UTI89 phage lysis 1.1%[50 µM], Rac1 GTP hydrolysis 13.8%, NS5 inhibitors 4.3%, NTR1 agonist 4.0 and NTR1 agonist cell count 20 µM 62.
Cc1nnc(C)n1/N=C/c1cccnc1 was read as SIAH1 antagonists -2.6%, West Nile antiviral 0.3%, SV40 large T antigen 7.5%, RSV antiviral HEp-2 2.8%, UTI89 phage lysis 2.2%, AID2073 1.8%, Rac1 GTP hydrolysis 7.5%, NS5 inhibitors -10.2%, NTR1 agonist -2.6 and NTR1 agonist cell count 20 µM 51.
C=CCn1c(=O)c2c(nc3n2CCCN3CCc2ccccc2)n(C)c1=O was read as SIAH1 antagonists 1.6%, West Nile antiviral 0.3%, SV40 large T antigen 4.3%, RSV antiviral HEp-2 -0.2%, UTI89 phage lysis 0.1%, AID2073 0.7%, Rac1 GTP hydrolysis 16.2%, NS5 inhibitors -3.6%, NTR1 agonist 2.3 and NTR1 agonist cell count 20 µM 57.
